Screening data as filed in PubChem BioAssay.
FLuc stim CS = FLuc activators, initial screening, artefact control for FLuc-dependent activation tests, biochemical, ATPlite luminescence; ATPlite luciferase biochemical, 10 min; 0 = ATP-free wells, 1 = DMSO control; Luciferin 4-monooxygenase (Photinus pyralis), P08659; 200,000 tested, under 10 active; activation factor at 10 µM;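 active = luciferase activation factor, scaled between plate controls, of at least 2 with compound at 10 µM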
Target sequence (P08659 whole entry, looked up): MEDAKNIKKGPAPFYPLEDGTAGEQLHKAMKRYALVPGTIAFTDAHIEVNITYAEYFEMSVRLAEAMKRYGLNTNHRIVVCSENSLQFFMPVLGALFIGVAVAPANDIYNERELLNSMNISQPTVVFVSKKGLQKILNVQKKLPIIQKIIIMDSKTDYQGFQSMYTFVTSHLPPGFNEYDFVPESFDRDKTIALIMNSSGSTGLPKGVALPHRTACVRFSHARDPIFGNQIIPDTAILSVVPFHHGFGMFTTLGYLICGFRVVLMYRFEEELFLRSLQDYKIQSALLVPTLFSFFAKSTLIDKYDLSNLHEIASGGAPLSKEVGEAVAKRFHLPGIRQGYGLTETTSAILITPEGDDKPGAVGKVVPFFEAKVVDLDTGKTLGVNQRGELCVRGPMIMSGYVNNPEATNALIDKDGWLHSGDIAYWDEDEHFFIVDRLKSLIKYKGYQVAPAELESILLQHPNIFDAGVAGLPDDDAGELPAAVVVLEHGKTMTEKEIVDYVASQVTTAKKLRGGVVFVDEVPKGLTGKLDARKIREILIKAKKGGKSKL
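System: Luciferase/luciferin detection reagent, cell-free biochemical luciferase assay | Medium: PBS buffer for ATP | Dosing: Test compounds dosed from 2 mM stocks in 100% DMSO | Timing: 10 min at ambient temperature | Signal: Luminescence measurement of luciferase light output | Evaluation: Luciferase activation, seen as luminescence increase over controls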
HMGR II inh = inhibitors of E. faecalis class II HMGR, primary screen, biochemical, Enterococcus faecalis | HMG-CoA reductase (Enterococcus faecalis, mvaE) | purified E. faecalis HMGR, NADPH absorbance 340 nm kinetic | inhibition, % at 10 µM | actives 0.41% (n = 190,000) | AID 1066, 2008;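 active = inhibition above a set limit, the median over all tested compounds plus 3 SD, cut at about 9.5% in these data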;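 also: enzyme runs in reverse so mevalonate oxidation gives rising NADPH absorbance; 0% = complete reaction with DMSO and 100% = background rate lacking mevalonate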
Diaph inh CS = diaphorase inhibitors and chemical oxidizers, primary screen, counter-screen for diaphorase-coupled primary assays, biochemical, uHTS, resorufin fluorescence; actives 0.69% (n = 190,000); AID 1217, 2008; inhibition, % at 20 µM; diaphorase resazurin-to-resorufin fluorescence, NADH, 16 min; bacterial (C. kluyveri) enzyme, not human;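 active = primary screen inhibition at 20 µM above a set limit, cut at about 50% in these data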;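 also: plate controls were DMSO with full reaction for no effect and wells lacking NADH for full effect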
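material = Clostridium kluyveri diaphorase enzyme | amount = 0.14 U/mL diaphorase, enzyme working solution | schedule = incubation 16 min, room temperature | detection = fluorescence of resorufin formed from resazurin, Ex 544/Em 590 nm | benchmarks = positive control minus NADH, DMSO neutral control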
PMI act satM6P = human PMI activators, high substrate, primary screen, biochemical, fluorescence intensity, near-saturating mannose 6-phosphate; Mannose-6-phosphate isomerase (Homo sapiens), P34949; coupled PMI enzyme assay, resazurin fluorescence, 20 min; active compounds read high; 1 = untreated enzyme, 0 = substrate-free blank; activation factor at 20 µM; actives 0.34% (n = 190,000);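 active = activation factor of 2 or more at 20 µM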
Target sequence (P34949 whole entry, looked up): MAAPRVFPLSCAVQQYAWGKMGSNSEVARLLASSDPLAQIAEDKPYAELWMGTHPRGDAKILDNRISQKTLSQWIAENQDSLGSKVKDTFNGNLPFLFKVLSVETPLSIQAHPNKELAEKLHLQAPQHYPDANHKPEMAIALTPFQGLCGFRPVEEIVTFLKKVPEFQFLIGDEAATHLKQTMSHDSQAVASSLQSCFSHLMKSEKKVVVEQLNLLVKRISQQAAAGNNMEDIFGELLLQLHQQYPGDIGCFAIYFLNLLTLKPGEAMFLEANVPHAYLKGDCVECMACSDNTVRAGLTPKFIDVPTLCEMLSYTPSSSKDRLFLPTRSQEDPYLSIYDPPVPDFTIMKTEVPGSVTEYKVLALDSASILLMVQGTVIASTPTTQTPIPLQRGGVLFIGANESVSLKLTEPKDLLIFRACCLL
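assay system = human phosphomannose isomerase with PGI, G6PDH, diaphorase coupling enzymes | quantity = 15 ng/mL PMI | incubation = enzyme reaction with compound 20 min at room temperature | medium = HEPES pH 7.4 buffer with MgCl2 and Tween-20 | compound dosing = one concentration, 20 µM, in 1% DMSO | measured by = Diaphorase-driven resazurin-to-resorufin fluorescence, excitation 544, emission 590 nm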
TNAP inh noacc = human TNAP enzyme inhibitors, primary screen, biochemical, luminescent, no phosphate acceptor, uHTS | actives 0.26% (n = 200,000) | Alkaline phosphatase, tissue-nonspecific isozyme (Homo sapiens), P05186 | AID 1012, 2008 | inhibition, % at 20 µM | purified TNAP, CDP-star luminescence, 30 min;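 active = tissue-nonspecific alkaline phosphatase inhibition above about 50% at 20 µM in the single-dose screen, limit read from the data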;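 also: 0% = DMSO negative control and 100% = EDTA positive control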
TNAP inh hiacc = human TNAP enzyme inhibitors, primary screen, biochemical, luminescent, high phosphate acceptor level, uHTS. Alkaline phosphatase, tissue-nonspecific isozyme (Homo sapiens), P05186. purified TNAP, CDP-star luminescence, 1 M DEA. inhibition, % at 20 µM. actives 0.03% (n = 200,000). AID 1135, 2008;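 active = over 50% inhibition of tissue-nonspecific alkaline phosphatase at 20 µM in the single-dose screen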;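 also: plate controls were DMSO wells for no effect and EDTA-quenched wells as full inhibition for full effect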
TNAP act hiacc = TNAP activators at high phosphate acceptor level, primary screen, biochemical, luminescence, uHTS | Alkaline phosphatase, tissue-nonspecific isozyme (Homo sapiens), P05186 | purified TNAP, CDP-star luminescence, 1 M DEA, 30 min; active compounds read high; 0 = EDTA background, 1 = DMSO-only activity | activation factor at 20 µM | 200,000 tested, under 10 active | AID 1136, 2008;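 active = activation factor at least 2 at 20 µM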
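system = human TNAP | amount = enzyme diluted 1/800 final | reagent = 100 µM CDP-star substrate | signal = luminescent substrate turnover signal | dosing = one dose, 20 µM | benchmarks = EDTA negative control, DMSO positive control | measure = activation factor | timing = 30 min reaction, room temperature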
G6PDH counter = L. mesenteroides G6PDH inhibitors, counter-screen for G6PDH-coupled screening assays, biochemical, Leuconostoc mesenteroides enzyme; actives 0.12% (n = 200,000); AID 1020, 2008; glucose-6-phosphate dehydrogenase [Leuconostoc mesenteroides]; inhibition, % at 5 µM; Purified L. mesenteroides G6PDH, diaphorase/resazurin coupled fluorescence, 45 min; in the data active = inhibition above about 50%
Diaph act CS = compounds boosting diaphorase resazurin reduction – biochemical, uHTS, resorufin fluorescence, counter-screen for diaphorase-coupled primary assays, primary screen; Diaphorase/resazurin coupled assay, 16 min; active compounds read high; 1 = vehicle wells, 0 = NADH-free wells; activation factor at 20 µM; actives 0.005% (n = 190,000);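 active = diaphorase activity raised at least twofold by the compound at 20 µM; inactive = activation factor below 2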
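Material: purified diaphorase enzyme from Clostridium kluyveri / Medium: HEPES pH 7.4 buffer with MgCl2 and Tween 20 / Schedule: enzyme reaction of 16 min at room temperature / Measured by: resorufin fluorescence, excitation 544 nm, emission 590 nm / Evaluation: rise in resorufin formation, marking diaphorase activation or chemical reduction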
PMI activator = activators of human PMI, primary screen, biochemical, fluorescence intensity, near-Km mannose 6-phosphate; purified human PMI, coupled resazurin fluorescence, 20 min; active compounds read high; 1 = vehicle control, 0 substrate-free wells; Mannose-6-phosphate isomerase (Homo sapiens), P34949; actives 0.005% (n = 190,000); activation factor at 20 µM;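 active = activation factor of 2 or more at 20 µM, relative to plate controls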
An asterisk follows results filed as active.

SMILES | FLuc stim CS | HMGR II inh | Diaph inh CS | PMI act satM6P | TNAP inh noacc | TNAP inh hiacc | TNAP act hiacc | G6PDH counter | Diaph act CS | PMI activator
CC(C)(C)C1(c2ccccc2)NC(=O)N(CC(=O)N2CCOCC2)C1=O (stereo not drawn) | 1.1 | -5 | 7 | 1 | -14 | -3 | 1 | -12 | 0.9 | 0.9
Cc1csc2nc(CSc3nc4ccccc4o3)c(Br)n12 | 0.9 | -1 | 27 | 0.8 | -11 | -9 | 1.1 | 8 | 0.7 | 0.7
Cc1oc(-c2cccc(Br)c2)[n+]([O-])c1C | 1 | 0 | 11 | 1.2 | -9 | 0 | 1 | 4 | 0.9 | 1.3
CC(=O)Nc1cc(NC(C)=O)cc(-c2nc3ccccc3[nH]2)c1 | 1 | 0 | 4 | 1 | -6 | -1 | 1 | 7 | 1 | 0.9
CCOc1ccc(Nc2cc(C)nc(N3CCOCC3)n2)cc1 | 1.1 | -5 | 9 | 0.8 | -15 | -7 | 1.1 | 3 | 0.9 | 0.9
c1ccc2c(-c3cn4ccccc4n3)c[nH]c2c1 | 0.8 | -2 | 14 | 1 | -5 | -1 | 1 | 10 | 0.9 | 1.4
O=C(NCc1cn2ccsc2n1)c1c(F)cccc1Cl | 1 | 1 | 12 | 0.9 | 1 | -1 | 1 | -6 | 0.9 | 1
CCCC(c1nnnn1Cc1ccco1)N1CCC(C(N)=O)CC1 (stereo not drawn) | 1 | -4 | 17 | 1 | -11 | 0 | 1 | 10 | 0.8 | 1
Cc1cc2c(cc1C)NC(c1cccnc1)C1=C(CC(C)(C)CC1=O)N2 (stereo not drawn) | 1 | 1 | 4 | 0.8 | -1 | 1 | 1 | 5 | 1 | 1
O=C(Nc1ccccc1N1CCCCC1)c1ccc(-c2ccc(Cl)cc2)o1 | 1.1 | 4 | 16 | 0.9 | -1 | -3 | 1 | 0 | 0.8 | 0.9
COCCNC(=O)/C(C#N)=C/C(C)=C/c1ccccc1 | 1 | 5 | 7 | 1.1 | -6 | -5 | 1.1 | 0 | 0.9 | 1.1
CC(C)N(C(=O)CSc1nnnn1-c1ccc2c(c1)OCO2)C(C)C | 1 | -1 | 16 | 1 | -10 | -4 | 1 | 11 | 0.8 | 0.9
COc1ccc(OC)c(S(=O)(=O)Nc2ccc(C(N)=O)cc2)c1 | 1.1 | 1 | 11 | 0.9 | -13 | -5 | 1.1 | -2 | 0.9 | 0.9
CC(C)C(NC(=O)c1ccccc1F)C(=O)NCCc1ccccn1 (stereo not drawn) | 1 | -1 | -3 | 1 | 1 | -1 | 1 | 15 | 1 | 1.1
Cc1cc(=S)[nH]c2c(C)cccc12 | 1 | 0 | 20 | 1.5 | -19 | -7 | 1.1 | 2 | 0.8 | 1.3

Some entries already given, reduced to Diaph act CS, TNAP inh hiacc and PMI activator:
compound | Diaph act CS | TNAP inh hiacc | PMI activator
COc1ccc(OC)c(S(=O)(=O)Nc2ccc(C(N)=O)cc2)c1 | 0.9 | -5 | 0.9
CC(C)C(NC(=O)c1ccccc1F)C(=O)NCCc1ccccn1 (stereo not drawn) | 1 | -1 | 1.1

Next records
SMILES | FLuc stim CS | HMGR II inh | Diaph inh CS | PMI act satM6P | TNAP inh noacc | TNAP inh hiacc | TNAP act hiacc | G6PDH counter | Diaph act CS | PMI activator
COc1ccc(/C=N/NC(=O)c2ccc(N(C)S(=O)(=O)c3ccccc3)cc2)cc1OC | 1 | 0 | 23 | 0.9 | 4 | 1 | 1 | -16 | 0.8 | 0.9
COc1ccc(NC(=O)C(NC(=O)CNC(C)=O)c2ccc(C)cc2)cc1 (stereo not drawn) | 1 | -3 | -3 | 1.1 | -2 | -1 | 1 | 3 | 1 | 1
CCOC(=O)Cn1c2ccccc2n2nc(CCC(=O)O)c(=O)nc12 | 1 | -4 | -5 | 1 | 8 | -6 | 1.1 | 12 | 1 | 1
O=C(N/N=C/c1ccc2c(c1)OCO2)c1ccc(COc2cccc3cccnc23)cc1 | 0.9 | -11 | 10 | 0.9 | -10 | -3 | 1 | -1 | 0.9 | 0.9
O=C(c1ccco1)N1CCCN(Cc2nc(Cc3ccccc3)no2)CC1 | 1.1 | -2 | -2 | 1.1 | -13 | -6 | 1.1 | -1 | 1 | 1
Cc1cc(C)cc(N(CC(=O)Nc2ccc(-c3nc4ccc(C)cc4s3)cc2)S(C)(=O)=O)c1 | 0.9 | -6 | 22 | 0.9 | -12 | -4 | 1 | -26 | 0.8 | 0.8
O=C(c1ccc2nc3ccc(Cl)cc3c(=O)n2c1)N1CCOCC1 | 1 | 2 | 13 | 0.9 | -8 | -6 | 1.1 | 12 | 0.9 | 1
CCOc1ccc(N=C2NC(=O)/C(=C/C(=O)OC)S2)cc1 | 1 | 0 | 4 | 1.1 | -10 | 3 | 1 | 15 | 1 | 1.1
O=C(Nc1ccc(S(=O)(=O)N2CCOCC2)cc1)c1ccc(Cl)s1 | 1 | 0 | 18 | 0.9 | -12 | -5 | 1.1 | -2 | 0.8 | 0.9
CCOC(=O)CN(C(=O)COc1ccc2c(C)cc(=O)oc2c1)c1ccc(OCC)cc1 | 1 | -1 | -3 | 1 | -4 | -2 | 1 | 9 | 1 | 1.1
Cc1occc1C(=O)Nc1cccc(C(=O)O)c1 | 1 | 4 | 11 | 1 | -14 | -5 | 1 | 2 | 0.9 | 1.1
Cc1cc(NC(=O)c2cccc(S(=O)(=O)N3CCCCCC3)c2)n(-c2ccccn2)n1 | 1 | -3 | 33 | 0.8 | -3 | -2 | 1 | 2 | 0.7 | 0.8
O=S(=O)(NC1CCCCCC1)c1ccc(Br)s1 | 1 | 3 | 13 | 1 | -7 | -4 | 1 | 3 | 0.9 | 1
Cc1ccc(N(C(=O)C(F)(F)F)C(C(=O)NC2CCCCC2)c2ccncc2)cc1C (stereo not drawn) | 1.1 | -4 | 6 | 1 | -14 | -4 | 1 | -3 | 0.9 | 1
CCOC(=O)N1CCC(c2nc(C)sc2C(=O)O)CC1 | 1 | -7 | 5 | 1 | -12 | -4 | 1 | 5 | 1 | 0.9

4 compounds drawn at random from the list so far:
SMILES | FLuc stim CS | HMGR II inh | Diaph inh CS | PMI act satM6P | TNAP inh noacc | TNAP inh hiacc | TNAP act hiacc | G6PDH counter | Diaph act CS | PMI activator
COc1ccc(NC(=O)C(NC(=O)CNC(C)=O)c2ccc(C)cc2)cc1 (stereo not drawn) | 1 | -3 | -3 | 1.1 | -2 | -1 | 1 | 3 | 1 | 1
CCOC(=O)CN(C(=O)COc1ccc2c(C)cc(=O)oc2c1)c1ccc(OCC)cc1 | 1 | -1 | -3 | 1 | -4 | -2 | 1 | 9 | 1 | 1.1
CCOc1ccc(N=C2NC(=O)/C(=C/C(=O)OC)S2)cc1 | 1 | 0 | 4 | 1.1 | -10 | 3 | 1 | 15 | 1 | 1.1
COc1ccc(/C=N/NC(=O)c2ccc(N(C)S(=O)(=O)c3ccccc3)cc2)cc1OC | 1 | 0 | 23 | 0.9 | 4 | 1 | 1 | -16 | 0.8 | 0.9

Next entries.
SMILES | FLuc stim CS | HMGR II inh | Diaph inh CS | PMI act satM6P | TNAP inh noacc | TNAP inh hiacc | TNAP act hiacc | G6PDH counter | Diaph act CS | PMI activator
CCOc1ccc(NC(=O)c2ccc(NCC(=O)N3CCCCCC3)cc2)cc1 | 0.5 | 2 | -1 | 1.4 | -8 | -1 | 1 | 3 | 1 | 1.6
CC(=O)Nc1ncc(Cc2cc(Cl)ccc2Cl)s1 | 1 | -2 | 16 | 0.9 | 1 | -5 | 1.1 | 7 | 0.8 | 0.9
CSc1ccc(/C=N/N2CCN(Cc3ccccc3Cl)CC2)cc1 | 1.1 | -5 | 9 | 0.9 | -12 | -2 | 1 | -3 | 0.9 | 1
CN(C)c1ncc(S(=O)(=O)c2ccc(Cl)cc2)c(-c2ccccc2)n1 | 1.1 | -2 | 21 | 1 | -9 | -6 | 1.1 | -4 | 0.8 | 0.9
COc1ccccc1NC(=O)C(Sc1ccccc1)c1ccccc1 (stereo not drawn) | 1 | -3 | 15 | 0.9 | -17 | 3 | 1 | -2 | 0.9 | 0.9
CCC12CCCN3CCC4(C(=C(C(=O)OC)C1)Nc1ccccc14)C32 (stereo not drawn) | 1.1 | -1 | 31 | 1 | -11 | -8 | 1.1 | 0 | 0.7 | 1.1
COc1ccc2c3c(c(=O)oc2c1OCC(N)=O)CCCC3 | 1 | -1 | 23 | 0.9 | -12 | -5 | 1.1 | -2 | 0.8 | 0.8
Cc1ccc2c(c1)[nH]c1c(=O)n(CCCN3CCOCC3)cnc12 | 1 | 1 | 7 | 1 | -15 | -7 | 1.1 | -2 | 0.9 | 1
Cc1ccc(N2C(=O)C3C4C=CC(CNC(=S)N5CCN(c6ccccn6)CC5)(O4)C3C2=O)cc1 (stereo not drawn) | 1 | -8 | 20 | 1.3 | 2 | -4 | 1 | 6 | 0.8 | 1.2
CS(=O)(=O)Nc1cccc(C(=O)CC2(O)C(=O)Nc3ccccc32)c1 (stereo not drawn) | 1 | -8 | 13 | 1 | -4 | 0 | 1 | 2 | 0.9 | 1
COc1cccc2[nH]c3c(N4CC(C)CC(C)C4)ncnc3c12 (stereo not drawn) | 1 | -5 | 15 | 1 | -13 | -4 | 1 | -1 | 0.9 | 1
